# Bioassay records as filed in PubChem BioAssay.
# phage Ecoli inh: E. coli growth loss with phage present; inhibition, % at 11.9 µM; AID 651602; growth absorbance; hit rate 0.26% among 360,000; in the data active = inhibition above about 11%
# PKA-R1A activ: activates the PKA-R1A holoenzyme complex. hit rate 0.083% among 340,000. AID 504707. activation, % at 11.4 µM. P00514+P68181. PKA-R1A dissociation, Cy5-IP20 fluorescence polarization; scaled: DMSO 0%, 113 µM cGMP 100%;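 active = percent activation above the mean of all tested compounds plus 3 SD, cut at about 19% in these data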;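 also: higher means more PKAc released from R1A so a rise in polarization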
# E coli growth: counter-screen for AddAB inhibitors: E. coli growth inhibition. inhibition, % at 11.9 µM. E. coli V3065 growth, OD600 absorbance, 18 h. hit rate 0.27% among 330,000;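 active = inhibition above the campaign's mean inhibition across all tested compounds plus 3 SD, cut at about 9.9% in these data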;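 also: uninfected addAB+ strain grown without phage in ampicillin broth; 0% = DMSO wells and 100% = ciprofloxacin 0.95 µg/ml wells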
# MOR-DOR ag: OPRM1-OPRD1 heterodimerization agonism; hit rate 0.3% among 340,000; cells, luminescence; P35372+P41143; activation, % at 9.3 µM; in the data active = activation above about 18%;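 also: 0% = vehicle-treated cells and 100% = reference agonist; values of inactives mirror those of a sister screen read the other way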
# OPRM1-OPRD1 inv: mu-delta opioid heterodimer inverse agonism | cell-based MOR-DOR heterodimer luminescence | inhibition, % at 9.3 µM | hit rate 0.21% among 340,000; in the data active = inhibition above about 22%, passing the limit was not always enough;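 also: 0% = cells with DMSO and 100% = wells without cells with DMSO; values of inactives mirror those of a sister screen read the other way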
# Tat export inh: blocks Tat-dependent protein export in E. coli | inhibition, % at 10 µM | E. coli MC4100 TorA-mCherry Tat export, fluorescence | hit rate 0.036% among 340,000;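 active = mean replicate inhibition at least 50% and at least half of replicates individually reaching 50%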;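 also: exported cargo escapes ClpAP degradation while cytoplasmic cargo is degraded and loses fluorescence; 0% = median of neutral control wells and 100% = median of NaSCN control wells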
# Arrestin-AP2 inh: blocks beta-arrestin peptide binding to AP2 adaptin; inhibition, % at 10 µM; AID 504490; hit rate 0.31% among 340,000; FITC-arrestin peptide / GST-AP2 beads, flow cytometry; AP2 beta2 appendage carries R879A mutation;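 active = inhibition above a set limit, near 3 SD of compounds lacking own fluorescence, cut at about 54% in these data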;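 also: plate controls were DMSO wells for no effect and 5 µM unlabelled arrestin peptide for full effect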
#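 Material – AP2 appendage R879A on GSH beads · Buffer or medium – PBS with 0.05% Tween 20 and 0.1% BSA · Probe or stimulus – fluorescein-tagged arrestin peptide at 50 nM final · Incubation – compound with beads 12 min RT, then probe 1 h RT · Detection – high-throughput flow cytometry of beads, ex 488, em 535 nm · Evaluation – percent response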
# AddAB inh: less growth of phage-infected E. coli with AddAB; E. coli expressing H. pylori AddAB, absorbance growth; inhibition, % at 11.9 µM; hit rate 0.29% among 330,000; AID 435030; in the data active = inhibition above about 12%;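 also: 0% = vehicle wells of infected cells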
# Pemphigus Ab inh: human desmoglein-3 autoantibody binding inhibition | P32926 | DSG3-coupled beads, scFv-anti-DSG3-GFP binding, flow cytometry; hits give low values | binding (percent of control), % at 10 µM | hit rate 0.48% among 310,000;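 active = binding more than 3 SD below its plate's average and above zero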;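 also: hits lower antibody fragment binding to DSG3; some compounds called inactive have numbers as strong as hits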
# Target sequence (P32926 whole entry, looked up, the tested form may be a part): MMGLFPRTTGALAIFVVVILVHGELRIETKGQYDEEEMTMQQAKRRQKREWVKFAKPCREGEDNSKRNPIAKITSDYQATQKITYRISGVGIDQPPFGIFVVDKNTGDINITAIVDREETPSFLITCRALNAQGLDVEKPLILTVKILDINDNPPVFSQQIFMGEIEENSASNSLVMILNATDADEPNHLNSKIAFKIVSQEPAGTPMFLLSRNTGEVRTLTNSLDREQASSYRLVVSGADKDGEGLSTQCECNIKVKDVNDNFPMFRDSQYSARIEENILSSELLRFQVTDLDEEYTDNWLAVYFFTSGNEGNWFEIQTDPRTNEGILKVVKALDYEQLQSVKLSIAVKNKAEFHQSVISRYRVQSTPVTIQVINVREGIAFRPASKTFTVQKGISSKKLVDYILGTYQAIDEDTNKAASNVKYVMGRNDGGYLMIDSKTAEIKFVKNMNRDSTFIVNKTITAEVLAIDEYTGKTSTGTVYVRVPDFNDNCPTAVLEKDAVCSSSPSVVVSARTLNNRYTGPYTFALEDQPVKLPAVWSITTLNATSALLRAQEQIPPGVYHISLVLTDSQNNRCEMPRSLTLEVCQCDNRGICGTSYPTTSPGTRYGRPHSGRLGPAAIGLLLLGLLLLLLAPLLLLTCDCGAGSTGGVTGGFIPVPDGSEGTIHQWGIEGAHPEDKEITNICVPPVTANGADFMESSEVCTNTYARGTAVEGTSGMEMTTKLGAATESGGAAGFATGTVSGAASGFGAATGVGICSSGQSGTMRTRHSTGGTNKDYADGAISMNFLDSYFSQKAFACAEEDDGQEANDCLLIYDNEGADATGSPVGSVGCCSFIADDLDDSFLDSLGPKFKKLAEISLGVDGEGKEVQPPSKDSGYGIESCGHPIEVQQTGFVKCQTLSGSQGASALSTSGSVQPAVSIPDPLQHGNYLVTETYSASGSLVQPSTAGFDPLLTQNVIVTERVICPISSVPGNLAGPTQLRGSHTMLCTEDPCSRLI
# PfHsp90 set2: reduces growth (ATP signal) of yeast expressing P. falciparum Hsp90; S. cerevisiae expressing PfHsp90, BacTiter-Glo ATP, 48 h; yeast lacking PDR1 and PDR3 efflux regulators; inhibition, % at 9.4 µM; hit rate 0.32% among 310,000; AID 504621;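 active = every replicate shows inhibition above about 80%, whatever the replicate mean, limit read from the data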;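 also: 0% = DMSO neutral controls and 100% = 20 µM radicicol positive controls; yeast relying on Plasmodium falciparum Hsp90 in place of its own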
# SUMO Mot1 rescue: SUMOylation pathway inhibition by Mot1-301 growth rescue; S. cerevisiae Mot1-301 growth rescue, ATP luminescence, 38.5C; percent above DMSO median, 100 means doubled; AID 2716; hit rate 1% among 320,000; growth rescue, % at 18.8 µM;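 active = every valid replicate shows activation above 250% relative to neutral control wells; inactive = the rest, any valid replicate at or below 250%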;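 also: OY570 slx delta 5 strain wells were the positive control but not used for scaling; some compounds called inactive have numbers as strong as hits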
# * marks the source's active call; other numbers are inactive results; / = no result given.
SMILES,phage Ecoli inh,PKA-R1A activ,E coli growth,MOR-DOR ag,OPRM1-OPRD1 inv,Tat export inh,Arrestin-AP2 inh,AddAB inh,Pemphigus Ab inh,PfHsp90 set2,SUMO Mot1 rescue
O=C(NCC1CCCN(Cc2cccc(OCCO)c2)C1)c1ccc(F)cc1 (stereo unspecified),0.2,5,-2.1,-3.0,15,1,42,-0.3,103,-6,-18
N#Cc1c(-c2ccc(F)cc2)ccnc1N1CCOCC1,0.3,-13,0.6,-2.6,14,-22,-6,0.3,104,-13,-30
CCOc1ccc2nc(NC(=O)CSc3nc4c(c(=O)n(C)c(=O)n4C)n3C(C)C)sc2c1,0.1,5,0.2,1.5,-9,7,3,2.1,103,-50,-1
C#CCSc1cc(C(F)(F)F)nc(-c2ccccn2)n1,6.0,5,-2.9,-0.2,1,-7,0,0.3,102,-9,-12
Cc1ccc(SCC(=O)Nc2c(Br)cnn2C)cc1,3.6,2,3.1,-1.8,9,1,2,0.9,110,2,15
O=C(CCC(=O)N1CCN(c2ccccc2F)CC1)N1CCN(c2ccc(F)cc2)CC1,2.6,1,-2.1,-0.4,2,5,-5,1.0,115,-14,4
CCOC(=O)c1c(-c2cccc([N+](=O)[O-])c2)csc1N,4.4,4,-0.7,5.8,-42,2,-3,2.5,101,-4,18
COc1cccc(-c2nc(C(=O)NCC3CCCO3)cc3c2[nH]c2ccccc23)c1 (stereo unspecified),-1.6,-8,-0.3,-1.9,10,9,-2,1.7,101,-23,241
CCCS(=O)(=O)NCCc1cc2c(C)ccc(C)c2[nH]c1=O,4.2,-2,-1.2,-1.1,6,18,8,3.0,97,-8,9
CC1CC(C)CN(C(=O)COC(=O)CCc2nc3ccccc3c(=O)[nH]2)C1 (stereo unspecified),2.1,-2,-1.5,1.9,-9,-4,5,1.9,102,0,-10
Cc1ccc(CNC(=O)CCC2CCCN(Cc3cccc4c3OCO4)C2)o1 (stereo unspecified),1.8,4,1.4,-0.7,3,4,-9,2.5,89,18,9
CC(Sc1n[nH]c(-c2cccs2)n1)C(=O)Nc1ccccc1F (stereo unspecified),2.6,4,0.0,3.0,-12,-3,11,1.5,102,-2,-1
CC1CCN(c2oc(Cc3cccc4ccccc34)nc2C#N)CC1,2.2,-6,0.4,-1.3,8,-1,27,0.1,106,-5,-8
C[C@@H]1CN([C@@H](C)CO)C(=O)c2cc(N(C)C)ccc2O[C@@H]1CN(C)Cc1ccncc1,0.5,-13,0.4,0.7,-4,3,9,4.4,108,3,-3
COc1ccccc1Cn1nnc2c(=O)[nH]c(C3CCN(C(=O)c4ccc(F)cc4)CC3)nc21,3.3,-1,1.2,-0.1,1,6,2,0.8,97,-8,-11
NNC(=O)c1ccc(S(=O)(=O)N2CCc3ccccc32)cc1,2.9,-1,1.5,-0.3,2,5,26,5.4,110,-4,0
Cc1cc(OCC(=O)NC2CC2)c2c(C)c(C)c(=O)oc2c1,0.4,-6,2.2,-3.0,16,0,-7,2.0,103,23,-4
N#C/C(=C(/O)COc1ccccc1)c1nc2ccccc2s1,5.2,-6,-1.5,-2.3,12,-5,-15,0.7,93,36,-9
Cc1ccc(N=Nc2ccc3ccccc3c2O)cc1,-1.1,0,-0.5,-3.2,15,2,-4,1.6,91,3,-13
CCc1ccccc1-n1nnnc1SCC(=O)Nc1cc(C)on1,3.0,-8,1.2,-0.8,5,4,27,1.5,/,8,-12
Clc1cccc(Cl)c1COc1ccncc1,0.1,7,0.7,-3.4,19,0,6,2.8,98,16,303
Cc1cccc(CCNS(=O)(=O)c2ccc3c(c2)NC(=O)CS3)c1,2.8,-5,0.7,0.4,-2,5,18,2.9,102,2,0
O=S1c2ccccc2Sc2ccccc21,0.7,-13,/,-3.9,20,2,38,/,111,19,/
COCCN(CCOC)C(=O)COC(=O)c1cc([N+](=O)[O-])ccc1Cl,0.8,-1,-0.1,-2.1,11,3,-18,-0.2,97,-7,13
Cc1cccc(Nc2nnc(-c3ccc(C(=O)N4C[C@H]5C[C@H](C4)c4cccc(=O)n4C5)cc3)c3ccccc23)c1,2.1,-3,-2.1,-2.7,13,3,35,2.4,/,/,-9
COc1ccc(N(C(=O)c2snc(C(N)=O)c2N)C(C(=O)NC2CCCCC2)c2ccc(F)cc2)c(OC)c1 (stereo unspecified),0.3,-10,-0.6,-4.0,21,0,27,0.8,97,-4,47
COc1ccc(CNC(=O)c2ccc(S(=O)(=O)N3CCCC3)cc2)cc1OC,3.6,-13,0.2,-3.6,18,7,0,1.7,106,/,-3
Cc1ccc(NC(=O)Cn2cc(C(F)(F)F)cc(Cl)c2=O)cc1S(=O)(=O)N1CCCCC1,2.2,-1,2.4,3.8,-20,4,5,1.5,/,-22,8
Cc1cccc(N(CC(=O)NCc2ccc3c(c2)OCO3)C(=O)CCC(=O)Nc2ccccn2)c1,1.8,5,1.4,-3.0,14,13,-4,3.8,98,-51,455
O=C(CN1CCN(Cc2ccccc2)C1=O)NCCCN1CCOCC1,2.8,-1,-2.9,-1.5,9,-7,4,-3.3,102,32,-1

# Part of the list above, showing only PfHsp90 set2, SUMO Mot1 rescue and OPRM1-OPRD1 inv:
smiles | PfHsp90 set2 | SUMO Mot1 rescue | OPRM1-OPRD1 inv
COc1ccc(CNC(=O)c2ccc(S(=O)(=O)N3CCCC3)cc2)cc1OC | / | -3 | 18
Cc1ccc(NC(=O)Cn2cc(C(F)(F)F)cc(Cl)c2=O)cc1S(=O)(=O)N1CCCCC1 | -22 | 8 | -20

# Remaining list, next part.
SMILES,phage Ecoli inh,PKA-R1A activ,E coli growth,MOR-DOR ag,OPRM1-OPRD1 inv,Tat export inh,Arrestin-AP2 inh,AddAB inh,Pemphigus Ab inh,PfHsp90 set2,SUMO Mot1 rescue
CCc1ccc(C(=O)COC(=O)CNC(=O)c2ccc(N3C(=O)c4ccccc4C3=O)cc2)cc1,3.1,-10,-1.4,-1.7,8,-3,14,-0.7,91,/,-20
CCOc1cc(N2CCCC2)ccc1[N+](=O)[O-],1.2,-6,-0.3,-1.0,5,-4,9,-1.0,103,2,-6
COc1ccc(C2c3ccc(O)cc3Oc3ncn(CCN4CCOCC4)c(=N)c32)cc1 (stereo unspecified),-0.1,-6,-0.1,-2.9,15,-3,-2,-0.6,92,12,-19
COc1ccc(C2NC(=O)NC(C)=C2C(=O)Nc2cccc(C)c2C)cc1 (stereo unspecified),0.7,-9,-0.2,-0.7,4,3,-7,0.0,100,-11,9
Cc1ccc(C(C)C)cc1C(=O)CC1(O)C(=O)N(C)c2ccccc21 (stereo unspecified),1.9,-12,0.9,-0.6,3,7,-10,2.8,83,-1,204
O=C(O)c1cccc(-c2ccc(/C=N/n3cnnc3)o2)c1,-0.4,-15,-0.3,-2.8,15,4,33,2.3,118,-7,-22
CCCc1cc(C(=O)Nc2cc(C)ccc2O)no1,1.4,9,1.8,2.1,-11,-3,32,4.3,/,19,-7
Cc1ccccc1-c1nnc(SCC(=O)NC2CCCC2)n1C,0.2,2,-1.0,-0.3,2,5,1,-0.8,111,-9,-6
CCn1c(=N)c(S(=O)(=O)c2ccc(F)cc2)cc2c(=O)n3ccccc3nc21,1.2,-7,-1.4,-2.5,14,2,2,-0.6,97,3,-3
COc1ccc(N(CN2C(=O)C3CC=CCC3C2=O)C(=O)c2ccco2)cc1 (stereo unspecified),1.9,2,-1.2,-3.4,18,4,2,-0.1,103,26,15
COc1cc(OC)c2ccc(=O)oc2c1C(CCN1CCN(c2ccccc2)CC1)c1ccc2c(c1)OCO2 (stereo unspecified),1.3,-11,-2.1,-2.0,12,0,-1,0.7,104,23,-7
Cc1nnsc1C(=O)NC1CCCc2c1cnn2-c1ccc(F)cc1F (stereo unspecified),3.0,-7,1.1,0.5,-4,-2,-1,0.8,98,2,9
CC(CNC(=O)COC(=O)c1ccco1)c1ccccc1 (stereo unspecified),2.1,-3,-4.1,-1.6,6,5,2,-1.1,/,-37,-12
COc1ccc(N2CCN(C(c3cccs3)C(C)NS(C)(=O)=O)CC2)cc1 (stereo unspecified),3.4,-11,2.1,-2.0,10,-6,7,0.5,106,4,379*
COC(=O)CN(c1nc(C)cc(OC)n1)S(=O)(=O)c1ccc(C)cc1,2.6,-6,-1.7,-2.4,10,1,9,0.2,103,-24,18
O=[N+]([O-])c1cc(C(F)(F)F)ccc1NCCc1c[nH]c2ccc(O)cc12,2.5,-5,-1.4,6.1,-34,7,26,1.5,84,-27,-2
COc1ccc(CN2CCN(S(=O)(=O)c3ccccc3)CC2)cc1Br,1.6,-3,-0.3,5.5,-28,10,1,0.3,99,/,-2
CCN(CC(=O)Nc1c(F)cccc1F)C(=O)CCc1nc2ccccc2c(=O)[nH]1,1.1,-4,0.0,-1.6,8,-6,8,-1.9,105,0,3
Cc1ccc(C(=O)c2c3ccc(C(F)(F)F)cc3[n+]([O-])n2CCCN)cc1,4.5,-7,1.5,3.8,-22,-1,30,1.3,104,-1,-23
Nc1cc(=O)[nH]c(SCc2nc3ccccc3n2Cc2ccccc2)n1,0.5,2,0.6,0.8,-5,-3,30,0.9,99,-47,39
Cc1nc2ncnn2c(C)c1CCC(=O)N1CCN(c2ccccn2)CC1,0.4,2,4.5,-2.8,14,-1,27,2.7,98,5,-9
Cc1nn(CC#N)c(=O)n1-c1ccc(F)cc1,0.9,0,-0.9,-2.0,11,0,-3,2.8,101,6,-37
COC(=O)/C=C1/SC(=NC(=O)c2ccc(F)cc2)NC1=O,2.2,/,-2.6,/,/,/,41,4.7,89,/,4
Cc1nc2ncnn2c(N2CCCC(C(=O)Nc3ccccc3Br)C2)c1C (stereo unspecified),0.8,-4,0.2,-1.7,8,-6,-7,2.1,96,0,-5
C[C@H]1COC(=O)[C@H](Cc2ccc(F)cc2)CC/C=C/C[C@@H](CC(=O)N(CCO)Cc2ccccc2)C(=O)N1,3.1,-8,-5.9,-0.6,3,-5,-11,0.5,93,-8,/
Clc1ccc2nc(CSc3nnc4ccccn34)cn2c1,2.6,5,1.0,-1.8,9,0,-5,2.0,94,17,259
Cc1ccc(N2CC(C(=O)NCCN3CCOCC3)CC2=O)cc1C (stereo unspecified),3.1,8,0.1,0.0,0,24,11,1.1,/,10,0
Cc1ccccc1C(C(=O)NC1CCCCC1)N(C(=O)c1ccccn1)c1cccnc1 (stereo unspecified),-0.3,-10,-2.0,-2.7,13,-3,26,2.4,96,2,-16
CC(C)(C)c1ccc(NS(=O)(=O)c2ccc(N)cc2)cc1,4.4,2,-0.2,-0.4,2,-6,36,0.4,89,/,19
CCOc1ccccc1C(=O)Nc1nnc(SCC(=O)Nc2cc(C)on2)s1,0.3,0,-0.2,-0.5,2,5,40,-0.1,103,3,8
